High-throughput results as filed in PubChem.
EPAC2 ag – activates human EPAC2 exchange factor. Q8WZA2. EPAC2 activation, biochemical qHTS; response scale: 100% = 6.5 mM cAMP response. Potency, µM (highest dose often 154 µM), inactives show at the top dose activation, hits mostly activators. actives 0.079% (n = 360,000); note: potency is the fitted concentration of half-maximal effect; nearly all actives have a fitted effect of over 50% in size
Target sequence (Q8WZA2 whole entry, looked up): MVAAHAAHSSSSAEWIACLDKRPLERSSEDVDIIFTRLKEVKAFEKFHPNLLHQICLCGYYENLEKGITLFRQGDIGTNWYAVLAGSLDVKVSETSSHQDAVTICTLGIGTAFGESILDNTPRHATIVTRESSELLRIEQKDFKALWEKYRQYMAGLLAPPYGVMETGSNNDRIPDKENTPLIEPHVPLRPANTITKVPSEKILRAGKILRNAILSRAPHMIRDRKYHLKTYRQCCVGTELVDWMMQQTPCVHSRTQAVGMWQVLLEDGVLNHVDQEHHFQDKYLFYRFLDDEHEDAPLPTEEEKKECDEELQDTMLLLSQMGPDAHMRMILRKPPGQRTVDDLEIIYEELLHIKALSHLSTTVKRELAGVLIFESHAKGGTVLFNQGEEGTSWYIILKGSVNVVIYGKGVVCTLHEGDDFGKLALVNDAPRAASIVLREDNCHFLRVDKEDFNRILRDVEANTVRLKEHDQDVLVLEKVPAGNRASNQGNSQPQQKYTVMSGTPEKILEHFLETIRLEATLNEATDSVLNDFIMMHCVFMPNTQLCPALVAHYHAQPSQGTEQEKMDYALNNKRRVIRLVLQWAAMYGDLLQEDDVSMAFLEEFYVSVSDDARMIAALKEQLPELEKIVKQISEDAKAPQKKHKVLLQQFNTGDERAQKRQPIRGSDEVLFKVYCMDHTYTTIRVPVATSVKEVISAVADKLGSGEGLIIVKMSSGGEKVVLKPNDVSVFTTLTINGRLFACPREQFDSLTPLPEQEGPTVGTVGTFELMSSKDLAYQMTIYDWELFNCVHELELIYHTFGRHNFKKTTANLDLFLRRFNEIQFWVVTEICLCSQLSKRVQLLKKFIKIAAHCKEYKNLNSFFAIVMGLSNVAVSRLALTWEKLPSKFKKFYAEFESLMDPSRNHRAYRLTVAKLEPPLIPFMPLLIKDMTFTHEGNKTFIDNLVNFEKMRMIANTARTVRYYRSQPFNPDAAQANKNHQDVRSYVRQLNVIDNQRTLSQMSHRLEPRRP
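Each well held 100 nM EPAC2, 250 nM RAP1B-BODIPY-GDP and 50 uM GDP. Fluorescence, read at 5-min intervals to 30 min, was referenced to a 6.5 mM cAMP positive control.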
A549 viability – A549 cytotoxicity, counter-screen for Nrf2 inhibitors; AID 504648; actives 0.16% (n = 390,000); Potency, µM (titrated, usually from 46 µM), without a hit: at the top dose activity change, negative = cytotoxicity, usual class: inhibitors; A549 ARE-Fluc cells, CellTiter-Fluor viability, 18-24 h; note: potency is the fitted concentration of half-maximal effect; % is set by controls: 0 for no effect and ±100 for the full control effect
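A549 ARE_Fluc cells in 5% FBS OPTI-MEM were exposed to compounds in concentration-response for 18-24 h at 37 deg C. Viability was read by CellTiter-Fluor fluorescence (Ex 405/Em 525) after 30 min, before the luciferase read.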
Nrf2 block – Nrf2 pathway inhibition; Potency, µM (doses to about 46 µM), for inactives: top-dose activity change, negative = inhibition, hits mostly inhibitors; actives 2.1% (n = 360,000); AID 504444; A549 ARE-Fluc reporter, luciferase luminescence, 18-24 h; note: potency is the fitted concentration of half-maximal effect; % is set by controls: 0 for no effect and ±100 for the full control effect; nearly all actives have a fitted effect of over 60% in size
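Quantitative HTS in A549 cells stably bearing an antioxidant response element-firefly luciferase construct. Inhibition of Nrf2-driven transcription was scored by luminescence after 18-24 h of compound exposure at 37 °C.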
S2 tox – cell viability loss in ATXN counter-screen. S2 cells (HEK-293 line with an ATXN2-luciferase reporter) viability, CellTiter-Fluor protease fluorescence, 24 h. Potency, µM (titrated, usually from 56.7 µM), usual class: cytotoxic. actives 0.49% (n = 400,000). AID 651635; note: potency is the fitted concentration of half-maximal effect; nearly all actives have a fitted effect of over 40% in size
IL2 activator – activates IL-2 in a cell-based reporter assay; actives 0.065% (n = 360,000); AID 652025; IL-2 activation reporter assay, cell-based qHTS; stimulated with anti-CD3/CD4/CD28 beads; in transgenic mouse T cells; activation, % (series mostly up to about 46 µM); in the data active = activation above about 50%; inconclusive = mostly about 30% to 49%; note: 0% is about no effect
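Quantitative HTS in unstimulated transgenic mouse T cells, with memory T cells as non-tolerant control and PMA/ionomycin as tolerance-bypass control. Compound pretreatment lasted 60 minutes before 18 h bead stimulation; EGFP/DsRed fluorescence read.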
TGFb inhibitor – TGF-b pathway inhibition | HepG2 CAGA-GFP TGF-b/SMAD3 reporter, GFP fluorescence, 18 h; TGF-beta stimulated, 500 pg/mL final | Potency, µM (series often up to 46.1 µM), inactives show at the top dose activity, negative = inhibition, actives largely listed as inhibitors | actives 1.2% (n = 410,000); note: potency is the fitted concentration of half-maximal effect; % is set by controls: 0 for no effect and ±100 for the full control effect; nearly all actives have a fitted effect of over 65% in size
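Inhibition was scored as loss of TGF-beta-induced (500 pg/mL final, 18 hours, 37 degrees C) GFP in HEPG2 cells carrying a CAGA-GFP reporter, in DMEM with 1% FBS. Well GFP was summed per cell; Activity was normalised to unstimulated and stimulated DMSO wells, then concentration-response fitting.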
HepG2 tox – kills HepG2 cells in TGF-b inhibitor counter-screen; actives 0.76% (n = 410,000); HepG2 CAGA-GFP viability, ATP luminescence, 18 h; Potency, µM (series often up to 46.1 µM), without a hit: at the top dose activity change, negative = cytotoxicity, most hits filed as cytotoxic; note: potency is the fitted concentration of half-maximal effect; some results filed as inactive show a strong effect at the top dose
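CellTiter-Glo luminescence gave cytotoxicity after 18 hours at 37 degrees C. The cells were HepG2 CAGA-GFP in 1% FBS DMEM, stimulated with 500 pg/mL TGF-beta after compound addition. %Activity was normalised to no-cell wells (complete cell-killing) and DMSO (no toxicity), and curves were fitted and classified.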
Nrf2 activator – Nrf2 pathway activation. actives 0.31% (n = 410,000). Potency, µM (titrated, usually from 46.1 µM), inactives show top-dose activation, most hits filed as activators. AREc32 ARE-luciferase reporter (MCF7-derived line), luminescence, 24 h. AID 624171; note: potency is the fitted concentration of half-maximal effect; % of control where 0% means no effect; nearly all actives have a fitted effect of over 65% in size
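ARE-driven firefly luciferase activity in AREc32 cells measured after a 24 hr compound exposure at 37 deg C, using Steady-Glo reagent and a 30 min room-temperature hold.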
ATXN2 expr inh – reduces ATXN2 reporter expression in HEK-293 cells; HEK-293 ATXN2-luciferase reporter, luminescence, 24 h; actives 0.72% (n = 360,000); Potency, µM (top dose mostly 57 µM), for the others: at the top dose activity change, negative = inhibition, actives largely listed as inhibitors; note: potency is the fitted concentration of half-maximal effect; % is set by controls: 0 for no effect and ±100 for the full control effect; nearly all actives have a fitted effect of over 55% in size
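qHTS (up to 57 uM final) was run with 24 h compound exposure of reporter cells at 37 °C. Each well was multiplexed: SteadyGlo luminescence measured ATXN2-luciferase expression after a fluorogenic Gly-Phe-AFC viability readout (25 uM final).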
Starred values were filed as active, the others as inactive; i = inactive; u = inconclusive; x = no result given; & = joins results of further samples; [ ] = remark or other dose. Unless noted, calls come from the whole dose curve; as a rule, active = well fitted curve in the direction sought with a large enough effect; inconclusive = small, poorly fitted or top-dose-only effect, or another doubt; inactive = no such curve, though single readings can be large; an effect the other way counts as inactive or inconclusive.

| Molecule | EPAC2 ag | A549 viability | Nrf2 block | S2 tox | IL2 activator | TGFb inhibitor | HepG2 tox | Nrf2 activator | ATXN2 expr inh |
| --- | --- | --- | --- | --- | --- | --- | --- | --- | --- |
| CNC1=C(N(C(C)=O)c2ccc(Br)cc2)C(=O)c2ccccc2C1=O | -7% | u | 16µM* | x | -0.5 | 3.5µM* | 2.8µM* | -3.3% | u |
| Cc1nccnc1Sc1ccccc1 | 9% | 1% | -3% | i | 0.4 | -3% | 3% | -0.3% | 3% |
| COc1ccc(S(=O)(=O)N2CCCCC2)cc1NC(=O)C1CC1(Cl)Cl (centres undefined) | 8% | x | x | i | -0.3 | -2% | -5% | -2.0% | x |
| CCCCCn1c(=O)[nH]c2cc(C(=O)N3CCN(c4ccccc4F)CC3)ccc2c1=O | -1% | u | u | i | -0.3 | -1%&-24% | -18%&-9% | -0.5%&-0.4% | -35%&0% |
| O=C(OCc1nc2ccccc2s1)c1ccc(Br)s1 | 15% | u | x | i | -2.0 | -1% | -9% | 11µM* | 40%[activator] |
| Cc1cccc(S(=O)C(c2ccccc2)c2ccccc2)c1 (centres undefined) | 6% | -8% | u | i | -0.6 | -1% | -11% | 0.1% | 1% |
| COc1ccccc1CNC(=O)COc1ccc(S(=O)(=O)N2CCCC2)cc1 | 12% | 11% | 2% | i | -5.0 | -7% | -69% | -0.5% | -5% |
| COc1ccccc1CC(=O)NCc1nn(-c2ccccc2)nc1C | 6% | 4% | -12% | i | 0.4 | -9% | -1% | 0.1% | x |
| Clc1ccc(C2=CSC3=NCCN23)cc1Cl | -12% | 0% | x | i | -2.4 | 10% | -10% | 6.0% | -16% |
| COc1cccc(NC(=O)Cn2nc(N3CCN(c4ccccc4)CC3)ccc2=O)c1 | x | 1% | 22% | i | x | -1% | -9% | 0.5% | -3% |
| COc1ccc(-c2nc(SCC(=O)Nc3ccc4c(c3)OCO4)c(-c3ccc(F)cc3)[nH]2)cc1OC | x | -6% | u | i | x | u | -53% | -1.6% | -4% |
| CC(=O)C1=C(O)C(=O)N(c2ccc(O)cc2)C1c1cccc([N+](=O)[O-])c1 (centres undefined) | 7% | 2% | -3% | i | -0.5 | 9% | -3% | 2.6% | x |
| CCOC(=O)c1[nH]c(C)c(CCC(=O)Nc2ccccc2C(=O)OC)c1C | x | -14% | x | i | x | 0% | 6% | -0.4% | 0% |
| O=C(CCc1nc2ccccc2c(=O)[nH]1)Nc1ccc(Cl)c(Cl)c1 | -11% | 13% | u | i | 1.8 | u | -46% | 3.9% | -1% |
| CC(=O)Nc1ccc(NC(=O)COC(=O)/C=C/c2ccc3c(c2)OCO3)cc1 | 4% | 4% | u | i | -0.4 | 12% | 10% | 0.3% | 6% |
| O=C(COc1ccc(Br)cc1Br)NC(=S)N1CCCc2ccccc21 | 14% | 7% | u | i | 0.9 | -32% | -13% | 2.0% | 46%[activator] |
| COc1ccc(C(=O)Nc2ccccc2C(=O)NC(Cc2ccc(O)cc2)C(=O)NNC(=O)c2ccccc2Cl)cc1 (centres undefined) | 1% | -18% | 3% | i | -2.8 | u | -1% | 2.0% | 35%[activator] |
| CCN1/C(=C/c2cc[n+](C)cc2)C=Cc2cc(C)ccc21 | -12% | u | 3.7µM* | x | 3.0 | u | -15% | -0.2% | u |
| Cc1ccc(-n2nnnc2-c2cccs2)cc1[N+](=O)[O-] | 1% | 5% | 13% | i | 1.4 | 17% | 5% | 0.3% | 2% |
| NC(=O)c1ccc(NC(=O)COC(=O)C2CCN(S(=O)(=O)c3cccs3)CC2)cc1 | 4% | -4% | 8% | i | -0.3 | -3% | -6% | -0.8% | x |
| N#CCn1cnc2c(oc3ccccc32)c1=O | 11% | -4% | -10% | i | 0.4 | -12% | -6% | -0.6% | x |
| Cc1nnc(NC(=O)CSc2nccn2C)s1 | -3% | -4% | 8% | i | -2.7 | 0% | -1% | 2.4% | 4% |
| Cc1nnc2c3ccccc3c(-c3ccccc3)nn12 | -12% | 9% | u | i | -1.1 | -3% | -21% | 13% | 35% |
| CC(=O)NC1=NN(C(C)=O)C(C)(c2ccccn2)S1 (centres undefined) | 7% | 3% | 5% | i | -0.2 | 0% | -5% | -0.8% | 0% |

Entries of single compounds, looked up by structure. Values in the order: EPAC2 ag	A549 viability	Nrf2 block	S2 tox	IL2 activator	TGFb inhibitor	HepG2 tox	Nrf2 activator	ATXN2 expr inh
`CC(=O)NC1=NN(C(C)=O)C(C)(c2ccccn2)S1` (centres undefined) in the list: 7%	3%	5%	i	-0.2	0%	-5%	-0.8%	0%
`N#CCn1cnc2c(oc3ccccc32)c1=O` in the list: 11%	-4%	-10%	i	0.4	-12%	-6%	-0.6%	x

More results
| Molecule | EPAC2 ag | A549 viability | Nrf2 block | S2 tox | IL2 activator | TGFb inhibitor | HepG2 tox | Nrf2 activator | ATXN2 expr inh |
| --- | --- | --- | --- | --- | --- | --- | --- | --- | --- |
| COc1cc(C(=O)N(CCc2ccccc2)C2CC3CCC(C2)N3C)cc(OC)c1OC (centres undefined) | 6% | -1% | x | i | -0.2 | -2% | 3% | -1.2% | -33% |
| CCc1ccc(NCc2cc3ccc(OC)cc3n(CC(=O)Nc3ccccc3OC)c2=O)cc1 | x | -1% | 14% | u | x | -9% | -18% | 0.5% | 10% |
| CC[C@@H](CC1CCCCC1)C(=O)N(Cc1ccccc1)c1ccccc1 | -1% | 1% | -11% | i | -0.7 | 2.5µM* | -23% | 3.4% | -17% |
| CCOc1ccc(NC(=O)C2CSC(c3ccncc3)=N2)cc1 (centres undefined) | 1% | 3% | -11% | i | -3.3 | 0% | -9% | 5.2% | 8% |
| CC(C)c1onc(C(=O)NCc2ccccn2)c1[N+](=O)[O-] | 6% | 0% | 13% | i | -2.5 | -7% | 1% | 15% | 6% |
| CC(C)C[C@@H](CN1CCC[C@@H]1CN1C(=S)NC[C@@H]1Cc1ccc(O)cc1)N1C[C@H](Cc2ccc(O)cc2)N(CC2CCCCCC2)C1=S | -6% | x | x | u | -1.0 | 4.5µM* | -89% | -4.0% | u |
| Cc1nn(-c2ccccc2)c(C)c1NC(=O)COC(=O)c1ccc(S(=O)(=O)C(F)F)cc1 | 0% | 0% | -5% | i | -0.5 | 22% | -4% | 0.4% | -12% |
| O=C(Nc1ccc(C(O)(C(F)(F)F)C(F)(F)F)cc1)c1ccc(Cl)c([N+](=O)[O-])c1 | -4% | 6% | u | u | -3.8 | u | -75% | -3.3% | u |
| CCCNC(=O)c1cc(C2CCCCN2C(=O)c2ccc3ccccc3c2)on1 (centres undefined) | 6% | x | x | i | -0.1 | 4% | -8% | -0.9% | -7% |
| Cc1ccc(OCC(=O)Sc2ccc(C)cc2)cc1 | -16% | -5% | u | i | 0.2 | -25% | -24% | 2.6% | -10% |
| O=C(CSc1ccccc1)NCc1ccc2c(c1)CCN2C(=O)c1ccccc1 | x | -2% | x | x | x | 3% | 2% | 4.8% | x |
| Nc1ccc(OCc2ccco2)cc1 | 0% | 3% | 22% | i | -2.5 | 2% | -2% | 0.3% | 0% |
| COc1cc(-c2nc3n(n2)C(c2cccc(OC)c2OC)C2=C(CCCC2=O)N3)cc(OC)c1OC (centres undefined) | -8% | -2% | -8% | i | 0.4 | -7% | -41% | 2.2% | 7% |
| CCOc1ccc(Cc2c(Cl)nc(SC)nc2N(C)C)cc1 | 3% | 15% | 13µM* | i | -0.2 | u | -7% | -0.1% | -37% |
| CCN(CC)c1ccc2c(c1)OC(N)=C(C#N)C2c1cccnc1 (centres undefined) | 4% | u | -10% | i | u | 19% | -38% | 10% | -6% |
| O=C(CCN1C(=O)/C(=C\c2ccccc2Cl)SC1=S)Nc1cccnc1 | 5% | 2% | -2% | u | -2.2 | -17% | -18% | 3.8% | 2% |

3 compounds already listed, arranged by the value under EPAC2 ag, largest number first:
SMILES | EPAC2 ag
O=C(CCN1C(=O)/C(=C\c2ccccc2Cl)SC1=S)Nc1cccnc1 | 5%
Nc1ccc(OCc2ccco2)cc1 | 0%
Cc1ccc(OCC(=O)Sc2ccc(C)cc2)cc1 | -16%

Additional compounds:
| Molecule | EPAC2 ag | A549 viability | Nrf2 block | S2 tox | IL2 activator | TGFb inhibitor | HepG2 tox | Nrf2 activator | ATXN2 expr inh |
| --- | --- | --- | --- | --- | --- | --- | --- | --- | --- |
| Cc1csc(NC(=O)c2c(-c3ccccc3)noc2C)n1 | 6% | 2% | u | x | 0.4 | 7% | 1% | -0.4% | -17% |
| CC(CCCC(C)(C)O)NCCO (centres undefined) | 6% | -4% | 6% | i | -0.3 | 0% | 0% | 0.4% | 1% |
| COc1ccc(C)cc1-n1nnnc1SCC(=O)NC1CCS(=O)(=O)C1 (centres undefined) | 3% | -2% | -9% | i | 0.6 | -2% | 0% | -1.1% | 1% |
| Cc1ccccc1NC(=O)CC1(c2ccc(N(C)C)cc2)C(=O)c2ccccc2C1=O | 0% | -2% | 19% | i | 3.4 | 1% | -27% | -0.6% | 3% |
| Cc1nnc(NC(=O)c2nn(CC(C)C)c(=O)c3ccccc23)s1 | 1% | -3% | -8% | i | 1.3 | 5% | 4% | 0.5% | -3% |
| O=C(NC(=S)NNC(=O)c1cnccn1)c1ccc(Cl)cc1 | 8% | -26% | 5.8µM* | u | 6.8 | 31%[activator] | 6% | 0.2% | u |
| CCC(=O)Nc1nnc(S(=O)(=O)N2CCCc3ccccc32)s1 | -7% | 1% | 7% | i | -1.7 | -8% | -17% | 0.5% | 7% |
| CC(=O)c1cccc(N(CC(=O)NC2CCCCC2)C(=O)Cn2nnc(-c3ccccc3)n2)c1 | 4% | 10% | 2% | i | -0.1 | -13% | -9% | 0.0% | -11% |
| CNS(=O)(=O)c1ccc(N2CCCC2=O)c([N+](=O)[O-])c1 | 5% | 1% | -17% | i | -2.2 | 22% | 12% | 0.1% | -5% |
